# Tb PFK block = T. brucei PFK enzyme inhibition; Potency, µM (series often up to 57.5 µM), inactives show at the top dose activity, negative = inhibition, most hits filed as inhibitors; O15648; 330,000 compounds, 0.17% hits; T. brucei PFK, ADP-Glo luminescence; AID 485367;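 also: potency is read from the fitted curve at half-maximal effect; 0% = uninhibited 1x PFK enzyme wells and -100% = no-enzyme wells; nearly all actives have a fitted effect of over 60% in size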
#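 Luminescent ADP detection (ADP-Glo, two-step: ATP depletion then ADP-to-ATP conversion for luciferase) reported PFK activity after 45 min room-temperature reaction of 1.25 nM enzyme with 0.5 mM F6P and 0.1 mM ATP at pH 8.0.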
# TCR act = activates T cell receptor signaling; 330,000 tested, under 10 active; primary human leukocytes, anti-CD3, IL-2 HTRF, 48 h; AID 504894; Potency, µM (highest dose often 9.22 µM), without a hit: at the top dose activation of IL-2 secretion, usual class: activators; also: % of control where 0% means no effect
#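 Compounds are tested in HTS on primary human leukocytes co-incubated with a-CD3 beads for 48 hr. IL-2 output is measured by time-resolved FRET.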
# PTAP TSG101 blk = blocks PTAP/TSG101 interaction to inhibit HIV-1 budding; Q99816; Fluorescence polarization, FITC-PTAP peptide / Tsg101 binding; Potency, µM (series often up to 115 µM), for inactives: at the highest dose activity change, negative = inhibition, usual class: inhibitors; 340,000 tested, under 10 active; active = well fitted inhibition curve with a large enough effect in the main read-out, with a control signal flat, not every such curve was filed as active; inconclusive = small, poorly fitted or top-dose-only effect, or effect the other way, or a change in a side signal; inactive = no such curve, though single readings can be large or run the other way; also: potency is read from the fitted curve at half-maximal effect; % of control where 0% means no effect
# Target sequence (Q99816 whole entry, looked up): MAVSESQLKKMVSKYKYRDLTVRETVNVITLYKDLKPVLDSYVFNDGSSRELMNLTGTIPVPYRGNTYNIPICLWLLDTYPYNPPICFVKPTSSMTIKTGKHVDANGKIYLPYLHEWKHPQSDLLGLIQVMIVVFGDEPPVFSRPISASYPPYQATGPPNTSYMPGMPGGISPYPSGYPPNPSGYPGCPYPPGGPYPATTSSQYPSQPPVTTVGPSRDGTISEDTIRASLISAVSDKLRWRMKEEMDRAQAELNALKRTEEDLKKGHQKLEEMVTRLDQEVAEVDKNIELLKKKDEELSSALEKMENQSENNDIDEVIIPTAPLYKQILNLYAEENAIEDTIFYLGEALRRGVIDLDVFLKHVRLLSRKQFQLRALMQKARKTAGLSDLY
#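 Tsg101 binding domain (10 uM final) was mixed with compound and a FITC-labeled PTAP peptide (50 nM final) in HEPES pH 7.5 buffer with NaCl, Tween 20, EDTA and TCEP; fluorescence polarization was read after 20 min at r.t.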
# TSHR antagonist = antagonists of human thyroid stimulating hormone receptor. AID 504810. TSHR-expressing cells, TSH-stimulated cAMP HTRF, 2 h; active compounds read low. P16473. 330,000 compounds, 0.2% hits. activity change, negative = inhibition, % at 11.5 µM;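 active = activity change below a set negative limit, meaning inhibition stronger than a set level, cut at about -70% in these data; inconclusive = activity change between two set negative limits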; also: % is scaled to controls: 0 for no effect and ±100 for the full control effect
#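 Freshly harvested TSHR cells receive pin-tooled compound, then EC80 TSH at 4nM final. After 2 hours at 37 deg C, antibody in lysis buffer and cAMP-d2 are added; 30 minutes at ambient temperature precede the HTRF read.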
# Chronic BCR inh = blocks chronic active B-cell receptor signaling. Potency, µM (series often up to 46.1 µM), for inactives: top-dose ratio change, negative = lower green/red ratio, most hits filed as inhibitors. ABC-DLBCL IkBa-CBG/CBR reporter, luminescence ratio, 4 h. AID 493014. 340,000 compounds, 0.05% hits; active = well fitted inhibition curve with a large enough effect in the signal ratio, with a control signal flat, not every such curve was filed as active; inconclusive = small, poorly fitted or top-dose-only effect, or effect the other way, or a change in a side signal; the % refers to the signal ratio;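 also: potency is read from the fitted curve at half-maximal effect; plate controls were basal doxycycline-induced cells for no effect and cells given 10 µM MG132 for full effect; MG132 reads +100%, hits lower the ratio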
#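 Cell line TMD8 (human ABC DLBCL), stably expressing tet-inducible CBG68-IkBa fusion and CBR; IMDM/0.5% FBS; cpd up to 46 uM; dox induction, 4 h, 37C/5% CO2; dual luminescence; green/red ratio; MG132 control.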
# uPA generation = cell surface uPA generation inhibition; cell surface uPA generation assay, qHTS; AID 540303; Potency, µM (top dose mostly 38.3 µM), for inactives: at the highest dose activity change, negative = inhibition, usual class: inhibitors; 330,000 compounds, 0.31% hits; active = well fitted inhibition curve with a large enough effect; inconclusive = small, poorly fitted or top-dose-only effect; inactive = no such curve, though single readings can be large or run the other way; tested in mouse RAW 264.7 cells; also: potency is read from the fitted curve at half-maximal effect; % is scaled to controls: 0 for no effect and ±100 for the full control effect; nearly all actives have a fitted effect of over 55% in size
# Eya2 phos inh = inhibitors of human Eya2 phosphatase activity; recombinant Eya2, OMFP fluorescence dephosphorylation (OMFP is methylfluorescein phosphate); O00167; Potency, µM (doses to about 76.9 µM), for inactives: at the top dose activity, negative = inhibition, actives largely listed as inhibitors; 330,000 compounds, 0.006% hits; also: potency is read from the fitted curve at half-maximal effect; % is scaled to controls: 0 for no effect and ±100 for the full control effect
#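 Eya2 (0.2 uM) preincubated 10 min at ambient with compound, then OMFP substrate added at 50 uM; 10 min reaction in 50 mM HEPES pH 7.5, 50 mM NaCl, 5 uM MgCl2, 0.05% BSA, 1 mM DTT. Fluorescence read at Ex 485/Em 525 nm.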
# USP2a inh = inhibitors of human ubiquitin-specific protease USP2a. O75604. USP2 core, Ub-CHOP2 coupled fluorogenic reporter, 485/531. Potency, µM (titrated, usually from 38.3 µM), without a hit: at the highest dose activity change, negative = inhibition, actives largely listed as inhibitors. 330,000 compounds, 0.01% hits;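 also: potency is read from the fitted curve at half-maximal effect; plate controls were DMSO wells for no effect and full inhibition by NEM control for full effect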
#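 USP2 core (10nM final) preincubated 30min RT with compound in 20mM Tris-HCl pH 8.0, 2mM CaCl2, 2mM beta-mercaptoethanol, 0.05% CHAPS; 25nM Ub-CHOP2 plus 25nM reporter substrate added, fluorescence (Ex485/Em531) read after 60min.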
# Mito fusion act = blocks mitochondrial division or promotes mitochondrial fusion. S. cerevisiae fusion-defective mutant growth rescue, CellTiterGlo 48 h. AID 485298. Potency, µM (titrated, usually from 46.1 µM), for inactives: at the top dose growth rescue (activation), usual class: activators. 320,000 compounds, 0.23% hits;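 also: potency is read from the fitted curve at half-maximal effect; % of control where 0% means no effect; nearly all actives have a fitted effect of over 45% in size; temperature-sensitive fusion mutants such as fzo1-1 at 37 °C on non-fermentable ethanol glycerol medium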
#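 Read-out: ATP-based luminescence (CellTiterGlo, 10 min ambient) reporting growth of fusion-defective ts yeast after 48 hours at 37C on glycerol/ethanol YPEG medium in the presence of compound.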
# ELG1 DNA repair = blocks ELG1-dependent DNA repair in HEK293T cells; HEK293T ELG1-luciferase reporter, luminescence, 16 h; DNA damage induced by 5-fluorouridine; Potency, µM (titrated, usually from 46.1 µM), for the others: at the highest dose activity change, negative = inhibition, hits mostly inhibitors; 330,000 compounds, 2.3% hits; AID 504467; also: potency is read from the fitted curve at half-maximal effect; % is scaled to controls: 0 for no effect and ±100 for the full control effect; nearly all actives have a fitted effect of over 55% in size
#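 DMSO vehicle served as the neutral condition. Each well held 2,000 cells given 5-fluorouridine plus compound; after 16 hr at 37 °C/5% CO2, ONE-Glo was added and luciferase measured 30 min later.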
# B2AR arrestin = agonists driving beta-arrestin recruitment to human beta2-adrenergic receptor; AID 492947; beta-arrestin recruitment to beta2AR, cell-based reporter; Potency, µM (series often up to 46.1 µM), without a hit: at the highest dose activation, actives largely listed as activators; 330,000 compounds, 0.02% hits;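 also: potency is read from the fitted curve at half-maximal effect; 0% = DMSO controls and full agonism = EC100 isoproterenol or metaproterenol; nearly all actives have a fitted effect of over 65% in size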
# Target sequence (P07550 whole entry, looked up): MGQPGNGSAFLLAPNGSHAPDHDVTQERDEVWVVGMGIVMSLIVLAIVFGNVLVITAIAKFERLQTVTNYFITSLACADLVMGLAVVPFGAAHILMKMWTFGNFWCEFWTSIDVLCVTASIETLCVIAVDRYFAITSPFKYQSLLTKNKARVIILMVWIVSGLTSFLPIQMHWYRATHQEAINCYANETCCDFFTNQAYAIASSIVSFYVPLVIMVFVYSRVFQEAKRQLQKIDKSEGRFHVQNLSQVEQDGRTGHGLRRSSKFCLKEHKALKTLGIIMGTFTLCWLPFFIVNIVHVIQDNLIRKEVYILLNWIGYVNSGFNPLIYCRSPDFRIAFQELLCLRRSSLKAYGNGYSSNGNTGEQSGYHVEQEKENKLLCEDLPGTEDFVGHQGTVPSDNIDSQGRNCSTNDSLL
# The depositor's hits bear a star; ? = inconclusive; · = not tested or not shown; [ ] = another dose, or the depositor's remark. Unless noted, calls follow the shape of the dose curve; as a rule, active = well fitted curve in the direction sought with a large enough effect; inconclusive = small, poorly fitted or top-dose-only effect, or another doubt; inactive = no such curve, though single readings can be large; an effect the other way counts as inactive or inconclusive.
SMILES,Tb PFK block,TCR act,PTAP TSG101 blk,TSHR antagonist,Chronic BCR inh,uPA generation,Eya2 phos inh,USP2a inh,Mito fusion act,ELG1 DNA repair,B2AR arrestin
COc1ccc(CCn2c(C)cc3c(c2=O)C(c2ccncc2)C(C#N)=C(N)O3)cc1OC (configuration not stated),-7%,3%,-1%,7,?,-1%,-9%,-1%,-13%,?,0.5%
O=C(CSc1ccc2nnc(CCNC(=O)c3ccccc3)n2n1)NC1CCCC1,-1%,-4%,-11%,-14,-9%,11%,-23%,-1%,-2%,-19%,-0.8%
COc1ccc(-c2nc(CSCC(=O)NC3CC3)c(C)o2)cc1OC,-2%,-1%,2%,-6,0%,-7%,-1%,-1%,5%,2%,0.0%
CCOC(=O)C1CCN(Cc2ccc(OCc3ccccc3)c(OC)c2)CC1,1%,3%,-1%,-5,5%,-16%,16%,-1%,-8%,-18%,-0.4%
CCCCOC(=O)COc1ccc(Cl)cc1Cl,0%,-2%,0%,8,8%,12%,2%,2%,13%,11%,-2.2%
CC(NC(=O)C1CCC(=O)N1Cc1ccccc1Cl)c1ccccc1 (configuration not stated),1%,-4%,-1%,-4,-6%,-5%,-4%,3%,9%,-13%,0.1%
O=C(NC1CCCCC1)c1cc(C(=O)c2ccccc2Br)c[nH]1,6%,-6%,-3%,-12,?,1%,-4%,1%,1%,-16%,-0.7%
O=C(Nc1ccc(F)c(Cl)c1)Nn1cnnc1,17µM*,·,·,6,1%,·,2%,3%,-3%,7%,-0.4%
CCN(Cc1nc2ccccc2c(=O)[nH]1)C(=O)c1ccc(C)c(NC(=O)c2ccco2)c1,-5%,-11%,-5%,-9,-1%,5%,0%,1%,-4%,?,0.1%
O=C(c1ccc([N+](=O)[O-])cc1)N1CCN(c2cccc3[nH]ccc23)CC1,0%,-4%,-2%,-3,16%,3%,6%,-1%,-6%,-16%,-0.9%
Cc1ccc(/C=N/NC(=O)c2ccccc2OCc2ccc(F)cc2)o1,-4%,1%,-3%,3,-12%,-10%,-10%,3%,-4%,18µM*,0.3%
CCCC(=O)Nc1ccc2c(c1)C(=O)NC2=O,-15%,-1%,0%,6,-4%,3%,3%,-2%,-5%,4%,-0.3%
CC1(C)CC(=O)C2=C(C1)OC(N)=C(C#N)C2c1cccc(OC(=O)c2ccco2)c1 (configuration not stated),-3%,-4%,5%,3,4%,-5%,-9%,0%,4%,5%,-0.1%
CCOC(=O)C(=O)Nc1nccs1,0%,-3%,-2%,-7,3%,12%,-3%,-1%,-8%,3%,-0.1%
COCC(=O)NC1CC2CCCC(C1)N2Cc1ccccc1 (configuration not stated),-3%,5%,2%,-1,1%,2%,-11%,4%,2%,6%,-0.3%
COc1ccc(CC(C(=O)Nc2ccc(OC)cc2)c2nn[nH]n2)cc1 (configuration not stated),-1%,-6%,-9%,5,5%,-9%,11%,0%,1%,-13%,-0.3%
CCOc1ccc(NC(=S)N2CCC(c3ccc(C)cc3)C2)cc1 (configuration not stated),2%,-2%,-1%,1,4%,-3%,?,2%,-10%,-10%,-0.5%
CN(C)CCNc1nc(-c2ccccc2)c2c(c1C#N)CC(C)(C)OC2,-3%,-1%,-5%,-7,?,-11%,-4%,5%,-3%,4%,0.3%
Brc1ccc(-c2cnc(-c3cccs3)o2)cc1,-1%,8%,-2%,-7,?,0%,3%,-1%,-5%,?,0.3%
Cc1ccc2nsnc2c1S(=O)(=O)NCc1ccncc1,-6%,6%[46.1 µM],1%,4,-1%,-3%,0%,-1%,0%,?,-0.2%
Cc1ccc(C(=O)NCC(=O)NCC(=O)OCC(=O)c2cccs2)cc1,1%,-1%[46.1 µM],-7%,-3,?,2%,10%,2%,1%,15%,0.5%
Cc1ccc(C23CC4CC(CC(CC(=O)N5CCOCC5)(C4)C2)C3)cc1,4%,1%[46.1 µM],-11%,-4,0%,2%,-11%,-6%,19%,-16%,0.1%
CCn1c(/C=C/c2cc[n+](C)cc2)nc2ccccc21,-4%,-35%,?,8,3%,-1%,12%,3%,0%,-5%,0.1%
Cc1ccc2nc(N(CCN(C)C)C(=O)/C=C/c3cccs3)sc2c1,0%,-10%[46.1 µM],-2%,-1,-10%,-3%,-16%,-1%,13%,2%,-0.6%
Cc1ccnc2nc(C(=O)OCC(=O)c3c[nH]c4ccccc34)nn12,0%,-1%,-9%,-4,-1%,1%,5%,3%,4%,-6%,-1.0%
COc1cc(C2C(C(C)=O)=C(O)C(=O)N2c2ccc(C)cc2)ccc1O (configuration not stated),-1%,2%,-5%,-19,3%,4%,-9%,0%,-3%,6%,0.3%
CCCOc1ccc(/C=N/n2nnnc2N)cc1OC,0%,3%,-3%,9,0%,1%,0%,-2%,0%,?,3.9%
CCOc1ccc(N2CC(=O)Nc3ccccc3NCC2=O)cc1,-1%,-6%,-3%,-13,0%,-5%,-3%,4%,-2%,-5%,-1.0%
O=C(CCOc1cccc(Br)c1)NNC(=O)COc1ccc(F)cc1,-14%,-3%,-5%,-4,-2%,14%,-26%,0%,0%,4%,0.0%
COC(=O)c1cc(OC)c(OC)cc1NC(=O)c1ccoc1C,4%,·,·,0,7%,·,-2%,1%,-1%,6%,0.0%
O=C1CS/C(=N/N=C/c2ccccc2)N1c1ccc(O)cc1,-5%,·,0%,11,0%,1%,-9%,0%,1%,8%,0.2%
Cc1ccc(C)c(N2CCN(C(=O)c3cc(S(=O)(=O)N4CCOCC4)cn3C)CC2)c1,-9%,7%,-1%,-4,-14%,0%,6%,1%,1%,8%,0.3%
Cc1cccc(N(CC(=O)NCCSCc2ccccc2)S(C)(=O)=O)c1C,0%,-4%,1%,-12,-5%,5%,-12%,4%,0%,-29%,-0.3%
Cn1c(N)c(C(=O)CSc2nc(N)cc(=O)[nH]2)c(=O)n(C)c1=O,-16%,-9%,-8%,17,26%,·,-10%,9%,4%,?,0.0%
CCCCn1c(N)c(N(Cc2ccccc2OC)C(=O)COc2ccccc2C#N)c(=O)[nH]c1=O,-9%,0%,1%,1,-8%,7%,-4%,0%,-5%,6%,0.3%
Cc1ccccc1C(=O)N1CCC(C(=O)N2CCN(S(=O)(=O)c3ccccc3F)CC2)CC1,-2%,-2%,1%,6,-2%,-4%,11%,0%,-6%,?,0.1%
CCNC(=S)NNC(=O)C1CCCCC1,5%,5%,-3%,-4,3%,3%,13%,4%,-3%,-14%,-0.2%
C[C@H](CO)N1C[C@H](C)[C@@H](CN(C)C(=O)Nc2ccc3c(c2)OCO3)Oc2ccc(NC(=O)C3CCCCC3)cc2C1=O,1%,17%,-4%,-10,-6%,-1%,-27%,2%,·,-17%,-0.1%
COc1ccc(CN(C(=O)Cn2nnc(-c3ccc(C)o3)n2)C(C(=O)NCC2CCCO2)c2ccco2)cc1 (configuration not stated),3%,-36%,-2%,-1,11%,1%,-10%,1%,8%,?,0.0%
